# Xi reactivation = activators of X-chromosome reactivation in mouse fibroblasts; XiGFP mouse fibroblasts, % GFP-positive cells imaging, 3 d; cells co-treated with 5-aza-dC sensitizer; scaled so ellipticine positive control = 100%; activation, % at 7.58 µM; actives 0.055% (n = 360,000);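 active means mean normalized replicate activation at least 10% and every replicate at or above 10%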;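 further: 0% = median of on-plate neutral control wells and 100% = ellipticine 6 µM median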
#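 Material: XiGFP fibroblasts, SV40-immortalized; Buffer or medium: DMEM containing 5-aza-dC; Compound dosing: single point; Times: 3 days compound exposure.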
# esBAF inh = blocks esBAF chromatin remodeling in mouse ES cells | Bmi1-luciferase knock-in reporter, 24 h; 100% = twice the neutral-well signal | reporter increase, % at 12.5 µM | actives 2% (n = 350,000) | AID 602393; in the data active means activation above about 40%;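 further: 0% = median of the plate's neutral control wells and 100% = double that signal; a rise in the Bmi1 reporter signal indicates esBAF inhibition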
# E-selectin induc = induces E-selectin expression in human endothelial cells; P16581; HUVEC E-selectin immunofluorescence imaging; normalized: neutral wells 0, TNF-alpha wells 100; activation, % at 7.58 µM; actives 0.37% (n = 260,000);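 active means mean E-selectin-positive cell signal at least 10% of the positive control, reached in at least 60% of replicates, without over 20% cell loss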;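 further: in these data hits start at about 27%; measured in HUVEC primary endothelial cells; signal is the percent of cells scored E-selectin positive by PE staining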
# Target sequence (P16581 whole entry, looked up): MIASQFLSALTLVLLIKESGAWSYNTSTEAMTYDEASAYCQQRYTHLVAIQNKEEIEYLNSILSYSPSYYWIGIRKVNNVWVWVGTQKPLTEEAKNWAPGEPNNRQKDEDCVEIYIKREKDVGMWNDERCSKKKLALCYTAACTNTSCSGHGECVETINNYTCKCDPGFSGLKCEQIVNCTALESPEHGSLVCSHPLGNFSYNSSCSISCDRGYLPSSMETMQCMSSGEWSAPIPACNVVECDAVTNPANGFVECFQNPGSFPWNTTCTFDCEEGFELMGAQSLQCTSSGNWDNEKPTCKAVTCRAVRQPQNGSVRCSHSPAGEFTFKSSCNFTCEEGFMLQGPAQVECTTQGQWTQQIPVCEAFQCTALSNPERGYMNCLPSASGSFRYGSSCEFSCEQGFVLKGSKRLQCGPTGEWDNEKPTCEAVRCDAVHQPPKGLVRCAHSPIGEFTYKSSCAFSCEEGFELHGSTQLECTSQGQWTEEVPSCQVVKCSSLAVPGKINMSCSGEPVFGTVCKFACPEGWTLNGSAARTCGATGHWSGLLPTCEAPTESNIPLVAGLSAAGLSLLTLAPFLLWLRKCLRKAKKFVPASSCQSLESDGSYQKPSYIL
#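 Read-out: % PE-positive cells | Test system: HUVEC | Doses: One compound dose added by pin transfer | Buffer or medium: EGM-2 over gelatin coat | Signal: Immunofluorescence imaging | Benchmarks: TNF-alpha, DMSO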
# * = called active by the depositor.
mol	esBAF inh	E-selectin induc	Xi reactivation
CC(C)CC#Cc1ccc2c(c1)O[C@H](CN(C)Cc1ccccc1)[C@H](C)CN([C@H](C)CO)S2(=O)=O	-5.7	1.4	-1.0
CNC[C@@H]1OCc2cn(nn2)CCCC(=O)N([C@H](C)CO)C[C@H]1C	-4.2	-0.2	0.4
CC1CCCN(C(=S)SCC(=O)O)C1 (centres undefined)	-2.8	-0.3	0.0
CO[C@@H](C(=O)N(C)C[C@@H]1OCc2ccccc2-c2c(n(C)c3ccccc23)C(=O)N([C@H](C)CO)C[C@H]1C)c1ccccc1	3.9	0.5	-0.7
COc1cccc(/C=C/C(=C2/C(=O)N(c3ccccc3)N=C2C)c2ccccc2)c1OC	-0.8	-0.1	0.0
C[C@@H]1CCCCO[C@@H](CN(C)Cc2ccncc2)[C@@H](C)CN([C@@H](C)CO)C(=O)c2cc(NC(=O)Cc3ccccc3)ccc2O1	1.5	-0.1	0.0
CN(C)CC(=O)Nc1ccc2c(c1)[C@H]1C[C@H](CC(=O)N3CCCCC3)O[C@@H](CO)[C@H]1O2	-1.9	0.4	0.4
C[C@@H](NC(=O)C[C@@H]1C[C@H]2c3cc(NC(=O)CC4CC4)ccc3O[C@H]2[C@H](CO)O1)c1ccccc1	-3.0	-0.5	-0.1

# Look-ups from the list:
# CC1CCCN(C(=S)SCC(=O)O)C1 (centres undefined) @ Xi reactivation: 0.0
# CN(C)CC(=O)Nc1ccc2c(c1)[C@H]1C[C@H](CC(=O)N3CCCCC3)O[C@@H](CO)[C@H]1O2 @ E-selectin induc: 0.4
# CC(C)CC#Cc1ccc2c(c1)O[C@H](CN(C)Cc1ccccc1)[C@H](C)CN([C@H](C)CO)S2(=O)=O @ Xi reactivation: -1.0
# C[C@@H](NC(=O)C[C@@H]1C[C@H]2c3cc(NC(=O)CC4CC4)ccc3O[C@H]2[C@H](CO)O1)c1ccccc1 @ esBAF inh: -3.0
# C[C@@H]1CCCCO[C@@H](CN(C)Cc2ccncc2)[C@@H](C)CN([C@@H](C)CO)C(=O)c2cc(NC(=O)Cc3ccccc3)ccc2O1 @ E-selectin induc: -0.1
# CNC[C@@H]1OCc2cn(nn2)CCCC(=O)N([C@H](C)CO)C[C@H]1C @ Xi reactivation: 0.4

# (further entries)
mol	esBAF inh	E-selectin induc	Xi reactivation
C[C@H](CO)N1C[C@H](C)[C@@H](CN(C)Cc2cccc(F)c2)Oc2ncc(-c3cccc(F)c3)cc2C1=O	-6.6	0.1	-1.0
C[C@H](CO)N1C[C@H](C)[C@H](CN(C)S(=O)(=O)c2ccc(Cl)cc2)Oc2ccc(NS(C)(=O)=O)cc2C1=O	-3.7	4.4	-0.1
C[C@H](CO)N1C[C@H](C)[C@@H](CN(C)Cc2ccccc2)Oc2ncc(C#Cc3ccccn3)cc2C1=O	-4.2	-0.3	-1.3
C[C@@H]1CCCCO[C@@H](CN(C)Cc2ccncc2)[C@@H](C)CN([C@@H](C)CO)C(=O)c2cc(NC(=O)C3CCCCC3)ccc2O1	-1.8	-0.3	0.2
O=C(NC1CCCC1)[C@H]1[C@H](CO)[C@H]2Cn3c(ccc(-c4cccnc4)c3=O)[C@H]2N1CCc1ccccc1	-1.1	-0.4	0.3
CC(=O)N1CCN(C(=S)NC(=O)c2ccc(S(=O)(=O)N3CCOCC3)cc2)CC1	6.5	1.2	-0.1
C[C@H]1CN([C@@H](C)CO)C(=O)Cc2cc(NC(=O)CCCCCC(=O)Nc3ccccc3N)ccc2O[C@@H]1CN(C)S(=O)(=O)c1ccc(Cl)cc1	4.7	1.5	0.0
Cc1ccc(S(=O)(=O)N(C)C[C@H]2Oc3ccc(NC(=O)Nc4cccc5ccccc45)cc3C(=O)N([C@H](C)CO)C[C@H]2C)cc1	-3.7	1.7	-1.0

# 3 structures already listed, sorted by molar mass, falling:
mol	esBAF inh	E-selectin induc	Xi reactivation
C[C@H](CO)N1C[C@H](C)[C@H](CN(C)S(=O)(=O)c2ccc(Cl)cc2)Oc2ccc(NS(C)(=O)=O)cc2C1=O	-3.7	4.4	-0.1
C[C@H](CO)N1C[C@H](C)[C@@H](CN(C)Cc2ccccc2)Oc2ncc(C#Cc3ccccn3)cc2C1=O	-4.2	-0.3	-1.3
CC(=O)N1CCN(C(=S)NC(=O)c2ccc(S(=O)(=O)N3CCOCC3)cc2)CC1	6.5	1.2	-0.1

# The results go on:
mol	esBAF inh	E-selectin induc	Xi reactivation
CO[C@@H]1CN(C)C(=O)c2ccc(NS(=O)(=O)c3ccc(Oc4ccccc4)cc3)cc2OC[C@@H](C)NC[C@@H]1C	-2.0	-0.2	0.5
C[C@H](CO)N1C[C@H](C)[C@H](CN(C)C(=O)Nc2cccc3ccccc23)Oc2ccc(NC(=O)C3CC3)cc2CC1=O	-2.5	-0.3	0.2
CCCNC(=O)Nc1ccc2c(c1)OC[C@H](C)N(C(C)=O)C[C@@H](C)[C@H](OC)CN(C)C2=O	-5.5	-0.2	0.5
CO[C@@H]1CN(C)C(=O)c2cc(NC(=O)Nc3cc(Cl)cc(Cl)c3)ccc2OC[C@@H](C)NC[C@@H]1C	-5.5	0.2	0.0
C[C@@H]1CN([C@@H](C)CO)C(=O)c2cc(NC(=O)CCC(F)(F)F)ccc2O[C@@H](C)CCCCO[C@@H]1CN(C)C	-16.0	-0.1	0.0
O=C(COC(=O)/C=C/c1cccc(Br)c1)NCCC1=CCCCC1	-13.0	-0.1	0.0
CCC(=O)Nc1ccc2c(c1)OC[C@@H](C)N(C(=O)CC)C[C@@H](C)[C@H](OC)CN(C)C2=O	-0.7	-0.3	0.1
C[C@@H]1CN([C@@H](C)CO)C(=O)c2cc(NC(=O)C3CCCCC3)ccc2O[C@@H]1CN(C)Cc1ccc(Oc2ccccc2)cc1	-1.5	-0.5	0.0
C[C@H]1CN([C@@H](C)CO)C(=O)c2cc(C#CC3CCCCC3)cnc2O[C@H]1CN(C)C	-3.1	-0.4	-0.3
CO[C@@H]1CN(C)C(=O)c2ccc(NS(C)(=O)=O)cc2OC[C@@H](C)N(CC2CCCCC2)C[C@H]1C	-0.5	0.0	-0.3
C[C@@H]1CN([C@@H](C)CO)C(=O)c2cccc(NC(=O)c3ccc(-c4nccs4)cc3)c2O[C@H]1CN(C)Cc1ccc(C(F)(F)F)cc1	-3.5	-2.0	0.1
COC(=O)N(C)C[C@H]1OCc2cn(nn2)CCCC(=O)N([C@@H](C)CO)C[C@H]1C	-0.2	0.0	-0.1
CCCC(=O)Nc1ccc2c(c1)C(=O)N(C)C[C@@H](OC)[C@H](C)CN(Cc1ccc(F)cc1)[C@@H](C)CO2	-4.4	-0.4	0.2
C[C@H]1CN([C@@H](C)CO)C(=O)c2cc(-c3ccncc3)cnc2O[C@@H]1CN(C)C(=O)C1CC1	1.0	0.1	-0.6
COc1ccc(S(=O)(=O)N(C)C[C@H]2OCCCC[C@H](C)Oc3ccc(N(C)C)cc3C(=O)N([C@@H](C)CO)C[C@H]2C)cc1	-5.0	0.1	0.3
C[C@H]1CCCCO[C@@H](CN(C)C)[C@@H](C)CN([C@@H](C)CO)C(=O)c2cc(NC(=O)Nc3ccc4c(c3)OCO4)ccc2O1	-4.1	-0.1	0.1
C[C@@H]1CN([C@@H](C)CO)C(=O)CCCn2cc(nn2)CO[C@@H]1CN(C)S(=O)(=O)c1ccccc1F	-8.2	0.1	0.4
O=C(C[C@H]1C=C[C@@H](NC(=O)c2cccnc2)[C@H](CO)O1)NCCN1CCCCC1	5.9	-0.1	0.4
C[C@@H]1CCCCO[C@@H](CN(C)Cc2ccc(C(=O)O)cc2)[C@@H](C)CN([C@H](C)CO)C(=O)c2cc(N(C)C)ccc2O1	-10.2	0.1	0.2
CO[C@H]1CN(C)C(=O)c2cc(NS(C)(=O)=O)ccc2OC[C@@H](C)N(Cc2ccccn2)C[C@@H]1C	-1.8	-0.1	0.1
CCCN(C)C[C@@H]1OCCCC[C@H](C)Oc2ccc(NC(=O)Nc3ccc4c(c3)OCO4)cc2C(=O)N([C@H](C)CO)C[C@@H]1C	-5.0	-0.1	0.9
CNC[C@H]1OCCCC[C@@H](C)Oc2ccc(NS(=O)(=O)c3ccc(F)cc3)cc2C(=O)N([C@H](C)CO)C[C@H]1C	3.3	0.3	0.0
C[C@H](CO)N1C[C@H](C)[C@@H](CN(C)C(=O)Nc2ccc3c(c2)OCO3)Oc2ccc(NC(=O)Nc3ccccc3)cc2C1=O	4.4	-0.1	-1.2
C[C@@H]1CN([C@H](C)CO)C(=O)c2cc(NC(=O)Nc3ccccc3)ccc2O[C@@H]1CN(C)C(=O)Nc1ccc2c(c1)OCO2	-0.5	0.5	-1.1
C[C@@H]1CCCCO[C@H](CN(C)S(C)(=O)=O)[C@@H](C)CN([C@@H](C)CO)C(=O)c2cc(NC(=O)CCC(F)(F)F)ccc2O1	-0.3	-0.3	0.1
CCCC(=O)Nc1ccc2c(c1)C(=O)N(C)C[C@@H](OC)[C@H](C)CN(CC1CCOCC1)[C@H](C)CO2	1.2	-0.2	0.1
COc1ccccc1C(=O)Nc1ccc2c(c1)OC[C@@H](C)N(CC1CC1)C[C@@H](C)[C@@H](OC)CN(C)C2=O	2.7	0.3	-0.5
Cc1noc(C)c1S(=O)(=O)N(C)C[C@@H]1Oc2ccc(NC(=O)Nc3ccccc3)cc2CC(=O)N([C@H](C)CO)C[C@@H]1C	0.9	0.1	-0.6
CNC[C@H]1OCCCC[C@@H](C)Oc2ccc(NC(=O)Nc3c(C)noc3C)cc2C(=O)N([C@H](C)CO)C[C@@H]1C	-7.0	-0.1	0.0
C[C@@H]1CN([C@@H](C)CO)C(=O)c2cc(C#Cc3ccccn3)cnc2O[C@@H]1CN(C)CC1CCCC1	6.9	-2.9	0.1
C[C@H]1CN([C@@H](C)CO)C(=O)Cc2cc(NC(=O)c3ccncc3)ccc2O[C@@H]1CN(C)S(C)(=O)=O	2.1	-14.8	0.0
CCCN(C)C[C@H]1OCCCC[C@H](C)Oc2ccc(NC(=O)CCCN(C)C)cc2C(=O)N([C@H](C)CO)C[C@@H]1C	-1.4	-0.1	0.2
C[C@H](CO)N1C[C@H](C)[C@H](CN(C)C(=O)c2ccc(N3CCN(C)CC3)cc2)OCc2cn(nn2)CCCC1=O	3.0	-0.4	0.3
COc1ccc(S(=O)(=O)N(C)C[C@H]2OCc3cn(nn3)CCCC(=O)N([C@H](C)CO)C[C@H]2C)cc1	-1.3	0.4	-0.3
CCCNC(=O)N1C[C@H](C)[C@@H](OC)CN(C)C(=O)c2cc(NC(=O)C3CCC3)ccc2OC[C@@H]1C	-0.7	0.7	0.3
C[C@@H]1CCCCO[C@@H](CN(C)C(=O)Nc2cccc3ccccc23)[C@@H](C)CN([C@@H](C)CO)C(=O)c2cc(N(C)C)ccc2O1	-8.7	0.1	0.0
C[C@H]1CN([C@@H](C)CO)C(=O)c2cccc(N(C)C)c2O[C@H]1CN(C)S(=O)(=O)c1cn(C)cn1	0.3	0.1	-0.6
Cc1noc(C)c1NC(=O)N(C)C[C@@H]1OCCCC[C@@H](C)Oc2ccc(N(C)C)cc2C(=O)N([C@@H](C)CO)C[C@H]1C	-4.8	0.0	-0.1
CCCNC(=O)Nc1ccc2c(c1)C(=O)N(C)C[C@H](OC)[C@@H](C)CN(CC1CCCC1)[C@H](C)CO2	4.3	0.0	0.0
C[C@@H]1CN([C@@H](C)CO)C(=O)c2cc(NC(=O)CCC(F)(F)F)ccc2O[C@@H](C)CCCCO[C@@H]1CN(C)Cc1ccccc1	8.8	-0.1	0.6
CCCN(C)C[C@H]1OCCCC[C@H](C)Oc2ccc(NS(=O)(=O)c3cn(C)cn3)cc2C(=O)N([C@H](C)CO)C[C@H]1C	-2.8	-0.1	0.0
C[C@@H]1CN([C@@H](C)CO)C(=O)c2cc(-c3ccc(F)cc3)cnc2O[C@@H]1CN(C)Cc1ccc(F)cc1	5.9	-0.1	-0.9
CO[C@H]1CN(C)C(=O)c2cc(NC(=O)C3CCOCC3)ccc2OC[C@@H](C)N(C(=O)c2ccccc2)C[C@@H]1C	-3.2	0.1	0.0
C[C@@H]1CCCCO[C@H](CN(C)C(=O)c2ccccc2)[C@H](C)CN([C@H](C)CO)C(=O)c2cc(NS(C)(=O)=O)ccc2O1	1.6	0.7	-1.2
C[C@@H]1CN([C@H](C)CO)C(=O)CCCn2cc(nn2)CO[C@@H]1CN(C)C(=O)Nc1cccc2ccccc12	-2.0	-0.4	0.2
COc1cccc(CNC(=O)C[C@H]2C=C[C@@H](NC(=O)C3CCC3)[C@H](CO)O2)c1	-0.1	-0.5	0.0
CC(C)CC#Cc1cnc2c(c1)C(=O)N([C@@H](C)CO)C[C@@H](C)[C@H](CN(C)C(=O)c1cccc(F)c1)O2	4.2	0.0	-0.8
Cc1ccccc1-c1cnc2c(c1)C(=O)N([C@@H](C)CO)C[C@H](C)[C@H](CN(C)C(=O)CC1CC1)O2	-3.7	-0.6	0.1
COc1cc(-c2n[nH]c(=S)n2-c2cc(C(F)(F)F)ccc2Cl)cc(OC)c1OC	0.3	0.7	-0.1
C[C@@H]1CN([C@H](C)CO)C(=O)c2cccc(NS(=O)(=O)c3ccc(Cl)cc3)c2O[C@@H]1CN(C)CC1CC1	-1.3	-0.2	0.3
CC(C)NC(=O)N(C)C[C@@H]1Oc2ncc(C#CC3CCCCC3)cc2C(=O)N([C@@H](C)CO)C[C@@H]1C	-3.2	-0.3	-0.5

# Some of the compounds tested (hit frequency here may not be typical).
